# Compound activity deposited in PubChem BioAssay by several laboratories.
# CRFR2-BP ag: agonists of CRF-BP/CRF-R2 complex, primary screen, cell-based, HEK293, calcium dye fluorescence, uHTS. AID 588473, 2011. 0.46% of 350,000 active. calcium dye fluorescence (FLIPR); percent of saturating CRF peptide response. activation, % at 13.2 µM. CRF-binding protein / CRF receptor 2 complex (human);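 active = activation of at least 50%, plus an integration ratio under a set limit after plate pattern correction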;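 note: plate controls were neutral control wells without compound for no effect and CRF at EC100 for full effect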
# M5 PAM: human M5 muscarinic receptor positive allosteric modulators, primary screen, CHO-K1 cells, Fluo-8 calcium fluorescence; CHO-K1 hM5, ACh EC20 PAM; 0% = ACh EC20, 100% = ACh EC100; Muscarinic acetylcholine receptor M5 (Homo sapiens), P08912; activation, % at 3 µM; 0.3% of 360,000 active;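 active = activation above the run cutoff, the mean activation of all test compounds plus 3 SD, cut at about 18% in these data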
# Target sequence (P08912 whole entry, looked up): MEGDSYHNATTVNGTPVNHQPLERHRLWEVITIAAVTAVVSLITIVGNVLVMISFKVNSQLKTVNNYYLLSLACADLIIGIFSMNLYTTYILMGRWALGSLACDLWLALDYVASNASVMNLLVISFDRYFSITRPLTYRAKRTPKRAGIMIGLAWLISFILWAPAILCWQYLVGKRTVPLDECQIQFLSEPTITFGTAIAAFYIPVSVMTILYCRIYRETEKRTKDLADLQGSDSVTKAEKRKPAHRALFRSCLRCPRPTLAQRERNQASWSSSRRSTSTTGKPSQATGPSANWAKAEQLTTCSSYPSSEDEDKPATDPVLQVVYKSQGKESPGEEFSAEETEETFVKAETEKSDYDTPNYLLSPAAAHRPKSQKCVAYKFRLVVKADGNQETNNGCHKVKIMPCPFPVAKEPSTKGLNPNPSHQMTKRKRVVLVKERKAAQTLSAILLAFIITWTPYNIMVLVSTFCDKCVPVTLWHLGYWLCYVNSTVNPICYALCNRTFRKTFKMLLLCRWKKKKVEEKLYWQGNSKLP
#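 Replicates: One well per compound, no replicates | System: Human M5 receptor in CHO-K1 cells | Benchmarks: Low control EC20 acetylcholine (0%), high control EC100 acetylcholine (100%) | Probe or stimulus: Acetylcholine, EC20 level | Times: Fluo-8 loading 80 min at 37 °C plus 30 min room temperature | Signal: Intracellular calcium via Fluo-8 fluorescence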
# M1 antag: human M1 muscarinic receptor antagonists, primary screen, CHO-K1 cells, Fluo-8 calcium fluorescence, 1536-well. Muscarinic acetylcholine receptor M1 (Homo sapiens), P11229. CHO-K1 hM1, ACh EC80 antagonist. 1.3% of 360,000 active. inhibition, % at 3 µM;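 active = percent inhibition above its own plate's cutoff, namely the mean of that plate's compound wells plus 3 SD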;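 note: peak over basal fluorescence ratio during 140 s after agonist addition; 0% = ACh EC80 plus DMSO and 100% = DMSO alone without agonist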
# CHRM5 agonist: human M5 muscarinic receptor agonists, primary screen, CHO-K1 cells, Fluo-8 calcium fluorescence. CHO-K1 hM5 cells; 0% DMSO wells, 100% maximal acetylcholine response. activation, % at 3 µM. 0.19% of 360,000 active. AID 624037, 2012;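 active = activation above the run's mean over test compounds plus 3 SD, cut at about 23% in these data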;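 note: signal is peak over basal fluorescence ratio across the kinetic read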
# M1 PAM: human M1 muscarinic receptor positive allosteric modulators, primary screen, CHO-K1 cells, Fluo-8 calcium fluorescence, 1536-well. CHO-K1 hM1, ACh EC20; 0% = ACh EC20, 100% = maximal ACh. activation, % at 3 µM. 0.088% of 360,000 active. Muscarinic acetylcholine receptor M1 (Homo sapiens), P11229. AID 588819, 2011; in the data active = activation above about 19%, passing the limit was not always enough
# CHRM4 PAM: human M4 muscarinic receptor positive allosteric modulators, primary screen, CHO-K1 cells, Fluo-8 calcium fluorescence; AID 624126, 2012; 0.4% of 360,000 active; Muscarinic acetylcholine receptor M4 (Homo sapiens), P08173; activation, % at 3 µM; CHO-K1 hM4/Gqi5, ACh EC20; 0% = ACh EC20, 100% = maximal ACh;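 active = activation above its plate's cutoff, the mean activation of sample wells plus 3 SD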; note: some results filed as inactive read as strong as hits
# Target sequence (P08173 whole entry, looked up): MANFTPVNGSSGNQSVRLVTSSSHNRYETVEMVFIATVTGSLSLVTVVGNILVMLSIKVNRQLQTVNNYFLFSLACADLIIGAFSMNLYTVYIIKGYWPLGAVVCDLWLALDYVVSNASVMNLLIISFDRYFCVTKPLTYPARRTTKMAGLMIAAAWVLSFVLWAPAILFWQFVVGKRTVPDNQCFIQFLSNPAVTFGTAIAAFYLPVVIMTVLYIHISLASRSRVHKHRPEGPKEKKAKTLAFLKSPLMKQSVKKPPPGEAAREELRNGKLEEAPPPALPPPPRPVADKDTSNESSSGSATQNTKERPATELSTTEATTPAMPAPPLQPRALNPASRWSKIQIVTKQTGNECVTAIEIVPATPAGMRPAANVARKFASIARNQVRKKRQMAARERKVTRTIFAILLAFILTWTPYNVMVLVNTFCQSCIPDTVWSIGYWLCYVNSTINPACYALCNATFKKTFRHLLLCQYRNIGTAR
# M5 antag: human M5 muscarinic receptor antagonists, primary screen, CHO cells, Fluo-8 calcium fluorescence; Muscarinic acetylcholine receptor M5 (Homo sapiens), P08912; CHO-hM5 cells, ACh EC80; inhibition, % at 3 µM; 0.59% of 360,000 active;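 active = inhibition above a per-plate cutoff, the mean of that plate's test compounds plus 3 SD, cut at about 27% in these data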;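 note: 0% = acetylcholine EC80 with DMSO and 100% = DMSO without agonist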
# M4 ag: human M4 muscarinic receptor agonists, primary screen, CHO-K1 cells, Fluo-8 calcium fluorescence. activation, % at 3 µM. Muscarinic acetylcholine receptor M4 (Homo sapiens), P08173. 0.14% of 360,000 active. CHO-K1 hM4/Gqi5; vehicle 0%, full acetylcholine response 100%;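 active = activation above the run mean over all test wells plus 3 SD, cut at about 32% in these data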;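 note: peak over basal fluorescence ratio per well then scaled between controls; 0% = DMSO wells and 100% = acetylcholine at EC100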
# CHRM4 antagonist: human M4 muscarinic receptor antagonists, primary screen, CHO cells, Fluo-8 calcium fluorescence; CHO-hM4 cells, ACh EC80; inhibition, % at 3 µM; 0.73% of 360,000 active; AID 624125, 2012;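 active = inhibition above its plate's cutoff, the mean inhibition of sample wells plus 3 SD, cut at about 27% in these data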;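 note: 0% = acetylcholine EC80 with DMSO and 100% = DMSO without agonist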
# * hit, by the source's call; . = no result given.
cpd	CHRM5 agonist	CHRM4 PAM	M1 PAM	CHRM4 antagonist	CRFR2-BP ag	M5 antag	M1 antag	M4 ag	M5 PAM	SMILES
1	-0.9	0.1	7.7	3.9	0.3	1.3	-1.6	-0.6	2.2	CCOC(=O)N1CCN(C(=O)CCN2C(=O)/C(=C\c3cccc(OC)c3)SC2=S)CC1
2	-1.0	6.0	-0.6	4.5	-1.0	-5.4	-2.2	0.1	0.6	O=C(COC(=O)c1c2ccccc2cc2ccccc12)Nc1ncc(C(F)(F)F)cc1Cl
3	1.3	5.2	-1.3	-7.4	0.2	0.8	4.7	0.3	-7.4	Cc1nc2c(C(=O)NCc3ccc4c(c3)OCO4)cnn2c(C)c1Cc1ccc(F)cc1Cl
4	-3.5	2.3	-0.9	-2.8	.	4.7	-10.4	-1.4	-1.5	CCc1nc2c(OCC3CCCCC3)cccn2c1N(C)C(=O)c1ccccc1F
5	3.6	1.8	7.5	-6.9	-2.2	0.2	-12.5	9.0	-2.8	CCOc1ccccc1N1C(=O)c2ccc(C(=O)Nc3cccnc3)cc2C1=O
6	-1.4	6.4	11.3	-0.8	2.7	-2.8	-8.8	1.3	-4.7	CCOC(=O)N1CCC(NC(=O)CCC(=O)N2CC(C)Oc3ccccc32)CC1 (stereo not drawn)
7	3.0	-2.7	11.4	-9.1	1.6	-6.5	-17.8	-1.4	12.6	CC(CCc1ccccc1)NC(=O)Cc1ccc(Br)cc1 (stereo not drawn)
8	-1.0	-1.1	6.6	3.5	-2.8	2.5	-10.0	0.5	0.2	O=C(NC1CC2CCCC(C1)N2S(=O)(=O)c1ccccc1)c1ccco1 (stereo not drawn)
9	1.3	-5.8	1.2	6.1	6.2	2.7	4.5	1.3	7.4	Cc1cccc(NC(=O)CSc2cc(C)c(C#N)c3nc4ccccc4n23)c1
10	0.2	2.9	3.6	0.0	-0.1	5.1	-2.0	0.6	3.0	COc1ccc(NC(=O)N(C)C[C@@H]2OCc3cnnn3CCCC(=O)N([C@H](C)CO)C[C@@H]2C)c(OC)c1
11	1.8	3.2	4.2	0.1	-0.5	0.5	2.8	1.7	-5.5	CN1CCN(S(=O)(=O)c2cccc(C(=O)N3CCN(c4ccccc4F)CC3)c2)CC1
12	-4.0	-6.5	2.7	9.1	-0.9	5.8	-9.3	0.4	1.0	CC(C)n1c(SCC(=O)Nc2nncs2)nnc1C1CC1
13	-1.7	5.5	0.0	-0.7	3.6	-3.0	1.1	0.2	2.0	O=C(/C=C/Nc1ccccc1)c1cnc(-c2ccccc2)s1
14	1.1	-9.9	-2.1	2.1	0.1	2.7	5.7	1.1	-3.6	O=C(Cc1ccc(-c2ccccc2)cc1)Nc1ccccn1
15	-14.8	-6.5	-3.5	0.8	-0.2	0.3	2.9	-1.1	-2.8	Cc1[nH]n(C)c(=O)c1C(=O)c1c(-c2c(Cl)cccc2Cl)noc1C
16	-7.8	-7.0	-7.9	-0.8	0.7	3.4	14.3	0.8	-8.2	O=C1c2ccccc2C(=O)N1CCCCN(C(=O)c1ccc([N+](=O)[O-])cc1)c1ccc(Cl)cc1
17	-0.6	-0.9	-0.5	1.4	0.5	-4.8	0.7	0.7	0.8	COc1ccc(-n2nc3c(=O)[nH][nH]c3cc2=O)cc1
18	-3.6	4.5	1.9	0.7	-5.6	3.1	-10.6	0.6	0.4	CCCOc1ccc(Cl)cc1/C=C1/C(=O)ON=C1C
19	-3.7	4.1	3.6	-18.4	-3.4	4.1	-2.1	-0.8	0.0	CN(C)c1nc(N)c([N+](=O)[O-])c(N2CCCCCC2)n1
20	-2.1	-6.3	3.3	-13.9	0.3	1.4	-6.8	1.6	-1.9	CN1C(=O)Cc2cc(S(=O)(=O)NCCc3ccccc3)ccc21
21	-2.3	3.3	7.5	4.5	1.6	1.8	-0.2	-0.6	-2.2	Cc1cc(C)c(C)c(OCC(=O)NCC2CCCO2)c1 (stereo not drawn)
22	0.1	6.5	9.4	-10.3	1.1	-0.9	-6.6	0.7	6.0	O=C(Cc1ccccc1[N+](=O)[O-])NNC(=O)c1ccncc1
23	-4.3	4.1	-6.4	9.7	-0.5	-4.7	-7.3	-0.4	0.9	COc1ccc(NC(=O)C(C)Sc2ccccc2)cc1 (stereo not drawn)
24	-5.0	7.3	3.4	-9.9	0.4	-9.0	-2.0	0.8	4.3	NC(=O)C1CCN(S(=O)(=O)c2cccc(C(=O)O)c2)CC1
25	-2.6	6.2	2.4	-1.7	5.2	8.1	1.6	0.2	1.1	CN(C)c1ccnc2sc(C(=O)c3ccc(Br)cc3)c(N)c12
26	-7.4	0.5	3.1	8.4	0.2	-2.6	-5.0	1.6	7.5	CCc1ccc(OCc2nnc(SCC(=O)N3CCN(c4ccccc4)CC3)o2)cc1
27	6.0	-4.8	-3.0	7.6	-2.1	4.5	10.7	11.7	-11.8	COCCn1c(SCCCC(=O)c2ccc(Br)cc2)nnc1-c1ccncc1
28	2.4	12.4	10.7	-11.5	-2.6	-8.3	-15.4	1.1	8.3	Nc1nnc(-c2ccccc2)s1
29	-2.6	8.8	16.8	2.7	1.6	-0.5	-19.3	1.2	10.2	CC(=O)Nc1ccc(S(=O)(=O)NCCc2cn3nc(C)c(C)nc3n2)cc1
30	-1.8	9.4	4.3	-2.4	-0.6	-2.1	-9.9	3.2	-1.9	Cc1ccc(C(=O)CSc2nnc(COc3ccccc3)o2)cc1
31	-0.2	-5.9	-0.2	-4.9	2.6	2.0	-0.6	0.2	2.4	COc1ccc(CCN2CC(C(=O)Nc3ccccc3F)CC2=O)cc1OC (stereo not drawn)
32	0.1	0.7	16.7	-2.5	0.0	5.0	-2.6	0.0	-0.3	CCc1c(C)c(C#N)c2nc3ccccc3n2c1NCCOC
33	1.8	7.2	10.8	-2.3	-1.4	-6.1	-12.6	-0.1	7.9	COc1ccc(Oc2nc3ccccc3n(C)c2=O)cc1
34	0.5	1.5	4.0	4.5	0.3	5.7	-2.9	-1.1	-4.1	Cc1nn(-c2ccccc2)c(C)c1C(=O)Nc1nnc(-c2ccco2)o1
35	0.7	-2.3	3.6	4.0	0.6	4.7	0.2	1.2	2.2	COc1cccc(CC(=O)OCC(=O)N(C)CC(=O)Nc2ccccc2Cl)c1
36	-4.2	3.0	5.7	-0.1	-0.5	-3.9	-8.7	0.2	-1.0	COCc1ccc(C(=O)NC2CCCN(Cc3ccccc3F)C2)o1 (stereo not drawn)
37	1.8	-6.4	-2.4	0.2	0.1	9.9	-14.6	21.1	-19.1	CCCC(C(=O)NCc1ccc(OC)cc1)N(Cc1ccco1)C(=O)c1snc(C(N)=O)c1N (stereo not drawn)
38	-0.9	6.8	8.9	2.3	0.2	7.2	-11.4	2.2	3.3	COc1cccc(-n2c(=S)sc3c(=O)n(-c4ccccc4OC)c(SCC4OCCO4)nc32)c1
39	-2.5	-2.6	9.5	4.9	0.7	4.0	-10.8	-0.7	1.9	Cc1ccccc1N(C(=O)c1csnn1)C(C(=O)NC1CCCC1)c1ccncc1 (stereo not drawn)
40	2.5	4.8	15.8	2.8	-1.5	10.1	-17.4	1.4	-1.0	CCOC(=O)C1=C(COC(=O)c2ccccc2[N+](=O)[O-])NC(=O)NC1C (stereo not drawn)
41	-7.5	5.1	-0.1	-0.9	0.8	-2.2	-0.8	1.0	-0.9	C=CCn1c(=S)[nH]c2ccccc2c1=O
42	0.2	8.9	24.3	-6.2	4.4	-7.5	-14.3	2.0	9.8	CC12CCC(=O)N1C(C(=O)Nc1nc3ccccc3s1)CS2 (stereo not drawn)
43	-4.3	-0.1	2.0	0.4	0.9	0.5	0.5	0.9	0.7	COC(=O)c1sccc1NC(=O)CN(C)NS(=O)(=O)c1ccc(F)cc1
44	2.2	-2.8	4.1	6.6	1.6	-4.7	-4.9	1.8	8.5	CC(C)CN(C(=O)CCC(=O)OCC(=O)c1ccc(F)c(F)c1)c1c(N)n(CC(C)C)c(=O)[nH]c1=O
45	-7.8	-4.8	4.8	-5.6	-0.5	-7.4	-11.3	0.5	7.6	CC1=Nc2cc(C(=O)NCCCN3CCN(C)CC3)ccc2Sc2ccc(C)cc21
46	11.8	6.0	0.5	-6.5	0.1	-7.0	-5.2	5.5	-7.8	CCOC(=O)CN1C(=O)S/C(=C/c2ccc(O)c([N+](=O)[O-])c2)C1=O
47	2.2	0.6	7.0	-10.4	1.6	-2.0	-8.4	3.9	-5.6	COc1ccc(S(=O)(=O)N2CCN(CCO)CC2)cc1-c1nnc2c3ccccc3c(C)nn12
48	-1.3	-4.5	22.5	4.2	-0.4	3.1	-19.7	0.4	4.5	COCCN(C(=O)c1snc(C(N)=O)c1N)C(C(=O)NC1CCCCC1)c1ccc(F)cc1 (stereo not drawn)
49	3.5	1.0	14.1	-5.5	-1.4	-19.1	-5.8	1.6	8.4	CC(=O)Nc1nc(-c2ccc3c(c2)CCN3S(C)(=O)=O)cs1
50	-1.3	-1.0	3.5	2.7	0.3	8.8	-4.5	0.4	-2.5	O=C(CCCOc1ccccc1)N1CCCCC1

# (list continues)
cpd	CHRM5 agonist	CHRM4 PAM	M1 PAM	CHRM4 antagonist	CRFR2-BP ag	M5 antag	M1 antag	M4 ag	M5 PAM	SMILES
51	6.5	9.5	10.1	-6.5	0.1	-3.2	-12.0	0.9	8.0	CC(=O)c1ccc(NC(=O)CN2CCC(NC(=O)C3CCCCC3)CC2)cc1
52	-1.8	7.0	11.8	-9.6	1.0	-7.9	-18.4	1.5	1.4	Cc1ccc(-c2cc(C(=O)NCC3(N(C)C)CCCCC3)c3ccccc3n2)o1
53	1.9	3.2	4.0	0.4	0.9	7.7	-0.6	1.2	-4.0	Cc1nnc(SCC(=O)Nc2cccnc2Cl)s1
54	0.1	-5.7	1.1	7.7	-2.8	2.2	2.5	1.0	-0.5	C/C(Cn1cnc([N+](=O)[O-])n1)=N\NC(=O)c1cccc(F)c1
55	-6.8	5.2	0.5	-13.4	3.0	-13.0	-4.8	1.1	1.1	C[C@H](NC(=O)C1CCN(S(=O)(=O)c2ccccc2)CC1)C(=O)NCc1ccccn1
